Bioassay records from PubChem.
rCAG RNA binder – binders of r(CAG) RNA repeats, primary screen, biochemical, fluorescence | inhibition, % at 3 µM | r(CAG) RNA repeat, TO-PRO-1 dye displacement fluorescence | AID 651821, 2012 | 370,000 compounds, 1.3% hits;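 active = inhibition above the plate cutoff, the mean of all test compounds on that plate plus 3 SD, cut at about 35% in these data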;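 note: 0% = DMSO alone and 100% = 100 µM mitoxantrone as full dye displacement; higher means more dye released from RNA so lower well fluorescence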
GC-B act – human GC-B receptor activators, primary screen, HEK293 GC-B cells, cGMP TR-FRET, EC30 CNP; activation, % at 10 µM; Atrial natriuretic peptide receptor 2 (Homo sapiens), P20594; 370,000 compounds, 0.11% hits; 0% at EC30 CNP, 100% saturating CNP;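 active = activation at 10 µM reaching about 35% in either raw or pattern-adjusted values, limit read from the data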
HTRA1 inh – HTRA1 serine protease inhibitors, primary screen, biochemical, fluorescence polarization, HTS; inhibition, % at 5.96 µM; Q92743; 340,000 compounds, 0.5% hits; recombinant HTRA1, FP-rhodamine activity-based probe; in the data active = inhibition above about 36%;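 note: 0% = enzyme with DMSO and 100% = wells lacking enzyme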
MBD2 DNA inh – inhibitors of MBD2 binding to methylated DNA, primary screen, biochemical, TR-FRET, DNA-binding domain, human | Methyl-CpG-binding domain protein 2 (Homo sapiens), Q9UBB5 | MBD2 binding to methylated oligonucleotide | inhibition, % at 4.4 µM | 370,000 compounds, 0.31% hits; in the data active = inhibition above about 13%
ABHD4 inh – ABHD4 inhibitors, primary screen, biochemical, fluorescence polarization, mouse | (Lyso)-N-acylphosphatidylethanolamine lipase (Mus musculus), Q8VD66 | purified mABHD4, FP-Rh probe fluorescence polarization | inhibition, % at 8.92 µM | 370,000 compounds, 0.54% hits | AID 720543, 2013;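 active = inhibition exceeding the mean over every tested compound plus 3 SD, cut at about 30% in these data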;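 note: 0% = plate median of compound wells and 100% = S159A mutant with DMSO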
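system = mouse ABHD4 enzyme, wild type | medium = HEPES pH 7.0, NaCl, Pluronic buffer | also added = FP-Rh probe | incubation = Enzyme–compound pre-incubation 45 min, then probe 60 min, both 25 °C | technique = fluorescence polarization, excitation 525 nm, emission 598 nm, BODIPY TMR filters | controls = S159A mutant high control, sample median low control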
PRMT1 inh – PRMT1 methyltransferase inhibitors, primary screen, biochemical, fluorescence polarization. Protein arginine N-methyltransferase 1 (Homo sapiens), Q99873. recombinant PRMT1, activity-based probe fluorescence polarization. inhibition, % at 2.79 µM. 370,000 compounds, 1.3% hits;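 active = inhibition above about 21% made by adding two undisclosed values, limit read from the data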
Target sequence (Q99873 whole entry, looked up): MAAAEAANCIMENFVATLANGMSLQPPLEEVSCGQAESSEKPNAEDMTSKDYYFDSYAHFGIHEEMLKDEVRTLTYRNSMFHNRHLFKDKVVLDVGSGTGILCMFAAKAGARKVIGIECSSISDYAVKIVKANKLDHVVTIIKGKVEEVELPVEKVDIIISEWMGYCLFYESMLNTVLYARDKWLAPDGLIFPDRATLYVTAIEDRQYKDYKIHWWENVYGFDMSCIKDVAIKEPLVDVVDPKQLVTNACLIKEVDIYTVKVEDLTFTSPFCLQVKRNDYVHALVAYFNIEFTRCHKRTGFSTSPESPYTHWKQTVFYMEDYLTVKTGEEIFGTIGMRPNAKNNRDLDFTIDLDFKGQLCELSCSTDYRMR
TDP2 inh – human TDP2 enzyme inhibitors, primary screen, biochemical, epi absorbance, recombinant enzyme; Tyrosyl-DNA phosphodiesterase 2 (Homo sapiens), O95551; T5PNP hydrolysis, p-nitrophenol absorbance 415 nm; inhibition, % at 12.8 µM; 370,000 compounds, 0.34% hits; AID 720702, 2013;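 active = inhibition above the mean of all tested compounds plus 3 SD, set per campaign, cut at about 25% in these data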;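 note: 0% = DMSO with enzyme and 100% = buffer with substrate but no TDP2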
Target sequence (O95551 whole entry, looked up): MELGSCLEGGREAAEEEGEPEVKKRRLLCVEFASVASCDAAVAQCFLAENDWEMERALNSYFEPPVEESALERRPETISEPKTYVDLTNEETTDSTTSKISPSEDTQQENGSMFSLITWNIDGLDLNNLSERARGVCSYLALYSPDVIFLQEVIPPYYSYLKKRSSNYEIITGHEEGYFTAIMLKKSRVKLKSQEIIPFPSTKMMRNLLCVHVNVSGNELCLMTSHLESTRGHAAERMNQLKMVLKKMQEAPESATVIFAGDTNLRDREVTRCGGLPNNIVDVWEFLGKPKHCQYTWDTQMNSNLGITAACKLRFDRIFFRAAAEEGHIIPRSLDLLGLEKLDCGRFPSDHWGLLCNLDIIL
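Read-out basis: percent inhibition. System: recombinant human TDP2. Buffer or medium: Mg2+-containing Tris-HCl buffer, pH 7.5. Repeats: single replicate. Timing: reaction 2 h, 37 °C. Benchmarks: high control without enzyme, low control DMSO plus TDP2. Probe or stimulus: 5 mM T5PNP. Doses: 12.8 µM only. Measured by: epi absorbance of p-nitrophenol freed from T5PNP by hydrolysis.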
TCR CD3 inh – inhibitors of human TCR-CD3 interaction, primary screen, biochemical, fluorescence, TAMRA-labeled TCR probe; inhibition, % at 9.4 µM; 360,000 compounds, 0.37% hits; in the data active = inhibition above about 19%;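 note: recombinant mutant TCR 2C K166C tagged with TAMRA read by polarization; 0% = receptor in buffer alone and 100% = receptor with positive control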
LEDGF integ inh – blockers of LEDGF/p75-dependent integrase strand transfer – biochemical, TR-FRET, high throughput, primary screen. inhibition, % at 3.7 µM. TR-FRET IN-LEDGF/p75 DNA integration, Eu/Cy5. 370,000 compounds, 0.64% hits. HIV-1 integrase (with human LEDGF/p75). AID 743269, 2014;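 active = inhibition above the screen-wide mean plus 3 SD, cut at about 13% in these data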;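 note: signal is the Cy5 over europium emission ratio at 671 and 618 nm; 0% = plate median of compound wells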
SIAE primary – human SIAE inhibitors, primary screen, biochemical, fluorescence polarization, FP-Rh probe, 1536-well HTS. SIAE FP-Rh probe binding. Sialate O-acetylesterase (Homo sapiens), Q9HAT2. AID 1053197, 2014. 370,000 compounds, 0.69% hits. inhibition, % at 9.66 µM;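 active = inhibition above a cutoff: mean of compounds within the control limits plus 3 SD of those, cut at about 17% in these data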;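 note: 0% = plate median of compound wells and 100% = probe without SIAE protein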
* hit, by the source's call; . = no result given. Some of the compounds tested; rates above refer to the full screens.

SMILES	rCAG RNA binder	GC-B act	HTRA1 inh	MBD2 DNA inh	ABHD4 inh	PRMT1 inh	TDP2 inh	TCR CD3 inh	LEDGF integ inh	SIAE primary
O=C(CCc1ccc(S(=O)(=O)N2CCOCC2)cc1)N1CCN(Cc2ccc3c(c2)OCO3)CC1	-8	2	-2	3	2	-2	-4	0	1	0
O=C(O)CNC(=O)c1nc(-c2ccccc2)n(-c2ccccc2)n1	1	6	0	-7	-15	1	9	3	0	8
O=C(NCCc1cn[nH]c1)C1CCC(=O)N(CCc2cccc(F)c2)C1 (centres undefined)	-2	-2	1	-5	-5	-1	8	7	0	7
Cc1cc(NC(=O)CSc2ccc(Cl)cc2)no1	-1	-4	-7	3	-3	7	1	-3	-2	1
Cc1c(O)cc2n(c1=O)-c1ccccc1C2(C)C	-2	1	10	3	4	-2	4	-3	0	-1
CCOC(=O)N1CCN(C(=O)Nc2ccccc2Cl)CC1	-1	1	-1	-1	1	0	-1	-1	0	-4
Cc1c(CN(C)C(=O)c2ccc(Br)o2)cnn1C	0	-4	3	-10	-8	-5	-11	5	4	-11
CCCCn1nc(C(=O)Nc2ccc(S(=O)(=O)Nc3ncccn3)cc2)c2ccccc2c1=O	28	2	7	11	-23	7	15	0	0	-14
CCC(=O)Nc1ccc(Nc2ccccc2)cc1	-2	7	21	-5	-3	-1	0	6	0	6
CCOC(=O)C(Cc1ccccc1)C(=O)Nc1ccccc1C (centres undefined)	-6	3	-4	8	-2	0	-1	4	3	-1
C/C(=N\NS(=O)(=O)c1ccc(Cl)c([N+](=O)[O-])c1)c1cc2ccccc2o1	8	6	1	2	4	4	-7	-3	3	3
CC1(C(=O)NCCN2CCOCC2)C=CC2(CCCCC2)N1C(=O)c1ccccc1 (centres undefined)	-6	0	-5	-8	4	-1	-8	3	-1	7
Cc1ccccc1CSCC(Nc1ccc(C(=O)O)cc1[N+](=O)[O-])C(=O)O (centres undefined)	7	-3	8	-9	4	2	-7	-4	-2	8
C/C(=C\CCC1(C)C2CC3C(C2)C31C)C(=O)O (centres undefined)	1	0	1	1	-2	1	4	5	-2	-7
C/C(=N\NC(=O)c1ccc2c(c1)OCO2)c1ccc(NC(=O)CCCC(=O)O)cc1	0	7	-5	-1	5	-2	16	-6	0	0
C1=CCC(CN2CCN(C3CCCCCC3)CC2)CC1 (centres undefined)	3	3	3	0	14	7	4	3	-3	-1
CCOCCCNC(=O)C1CCN(S(=O)(=O)c2ccc3nc4c(c(C(=O)O)c3c2)CCCCC4)CC1	7	2	3	3	-1	-1	8	2	3	-8
COc1ccc(C(CNC(=O)CNC(=O)c2ccccc2Cl)N2CCCC2)cc1 (centres undefined)	-3	-3	-11	0	1	-2	7	-2	-4	10
COc1cccc(OC)c1C(=O)Nc1ccccc1NC(=O)c1c(OC)cccc1OC	0	7	-2	2	-6	-3	1	1	-1	-3
CC1CC(C)CN(Cc2nc(N)nc(Nc3ccc4ccccc4c3)n2)C1 (centres undefined)	-5	-3	-20	1	5	-2	-3	1	7	-6
O=C(NC1CCCCC1)C1CCN(c2nccs2)CC1	-3	1	4	-4	-5	-3	3	-3	2	7
C[n+]1cn(Cc2ccc(C#N)cc2)c2ccccc21	4	-7	5	2	2	-6	3	-1	2	-5
Cn1c(SCC(=O)Nc2ccc(S(=O)(=O)Nc3nccs3)cc2)nc2sc3c(c2c1=O)CCCC3	74*	-1	.	1	-58	5	6	.	6	-42
CCN(CC)CCn1c(=N)n(CCOc2ccccc2)c2ccccc21	6	-14	3	0	7	-2	-12	-6	-3	-2
COc1ccc(Br)cc1/C=N/Nc1ccc(Cl)c(C(=O)O)c1	18	1	1	-1	40*	3	2	-1	-4	7
(cont.)
SMILES	rCAG RNA binder	GC-B act	HTRA1 inh	MBD2 DNA inh	ABHD4 inh	PRMT1 inh	TDP2 inh	TCR CD3 inh	LEDGF integ inh	SIAE primary
CCOc1ccc(CCNC(=O)COC(=O)/C=C/c2ccc(C)o2)cc1OCC	-7	1	1	3	5	-1	7	8	3	6
CC1=C(C(=O)N2CCOCC2)CC(CC(=O)NCc2cccc3ccccc23)C(=O)N1Cc1ccccc1 (centres undefined)	0	0	5	2	-3	-1	-13	3	-3	-1
Cc1ccc(NC(=S)NCCN2CCOCC2)cc1F	-1	-2	2	0	-2	-5	-9	5	2	-4
CCOc1ccc(S(=O)(=O)NCCC2=CCCCC2)c2ccccc12	4	2	-54	1	-30	1	-13	-1	2	-18
Cc1ccc(-c2nc(CS(=O)(=O)CC(=O)NC3CC3)c(C)o2)cc1	-3	1	0	1	8	-1	-5	-1	-3	5
COc1ccc(-c2csc(Nc3ccc(S(=O)(=O)Nc4cc(OC)nc(OC)n4)cc3)n2)cc1	90*	-10	2	0	27	-2	-2	7	2	13
CCN(CC)S(=O)(=O)c1ccc(NC(=O)COC(=O)c2ccc(-n3nc(C)cc3C)cc2)cc1	2	-1	-21	-2	-20	3	-6	-6	0	-32
Cc1cccc(NC(=O)c2cccc(NC3=NC4CS(=O)(=O)CC4S3)c2)c1 (centres undefined)	4	-6	-6	1	-4	-1	-6	-3	3	-3
O=C1CN(C(=O)OCc2ccccc2)c2ccccc2N1	0	-7	-6	-1	1	1	3	5	3	3
CC(NS(=O)(=O)c1ccc(OCC(=O)N2CCOCC2)c(Cl)c1)c1ccccc1 (centres undefined)	-1	4	1	2	6	-2	4	5	-1	-1
O=C(O)c1ccc2c(=O)n3c(nc2c1)/C(=C/c1ccc(OC(F)F)cc1OC(F)F)CC3	10	4	-3	2	1	-1	1	2	1	-4
COC(=O)c1c(NC(=O)c2ccco2)sc2c1C(C(=O)OC)CC2 (centres undefined)	-1	-3	3	0	3	-1	6	-3	1	7
Cc1ccc2c(c1)c1c3n2CCN(C=O)C3CCC1 (centres undefined)	-1	-7	9	7	-10	14	-4	-11	6	-4
c1ccc(-n2nnnc2SCc2cn3cccnc3n2)cc1	0	5	12	-4	-7	-1	-3	0	4	-4
c1ccc(-c2noc(C34CC5CC(CC(C5)C3)C4)n2)cc1	4	-6	-2	-1	-1	-3	1	6	0	8
CCNc1ccc(S(N)(=O)=O)cc1[N+](=O)[O-]	-1	2	2	-7	-9	1	1	1	0	10
CCOC(=O)c1c(C)[nH]c(C=C2C(=O)CCCC2=O)c1O	-3	4	4	-11	1	1	15	6	-3	3
Cc1cccc(C)c1Nc1nnc(SCC(=O)Nc2ncc(C(F)(F)F)cc2Cl)s1	-2	1	-16	-1	3	-1	-5	2	0	6
COc1ccc([N+](=O)[O-])cc1NC(=O)CCS(=O)(=O)c1ccc(Br)cc1	5	-3	-5	1	1	-3	-4	3	-1	-3
O=C(Nc1ccc(C(=O)N2CCCCC2)cc1)c1ccc(Br)cc1	-4	0	-11	-2	1	-4	3	-4	2	4
COc1ccc(SCCCn2c(=O)c3c(ncn3C)n(C)c2=O)cc1	-6	0	-5	-4	2	-1	-3	-1	1	-7
O=C(N/N=C/c1ccc[nH]1)c1ccc([N+](=O)[O-])cc1	4	-6	-1	-4	2	1	-3	4	0	-7
Cc1csc2ncc(C(=O)NC(C)c3ccccc3)c(=O)n12 (centres undefined)	-1	7	6	3	2	3	7	-8	-1	5
Cn1cc(Cl)c(C(=O)OCC(=O)Nc2ccc(S(N)(=O)=O)cc2)n1	0	2	-4	1	-1	-3	-12	-2	4	-2
CCOC(=O)CNC(=O)C1CCC(CNS(=O)(=O)c2cccc3nsnc23)CC1 (centres undefined)	4	1	-4	0	5	1	8	2	-1	-2
Cc1nc2ccc(S(=O)(=O)N(C)CC(=O)N3CCc4ccccc4C3)cc2s1	1	1	-8	-4	1	7	-2	9	4	1

Structural class: the entries above with a COOH group (seven)
SMILES	rCAG RNA binder	GC-B act	HTRA1 inh	MBD2 DNA inh	ABHD4 inh	PRMT1 inh	TDP2 inh	TCR CD3 inh	LEDGF integ inh	SIAE primary
O=C(O)CNC(=O)c1nc(-c2ccccc2)n(-c2ccccc2)n1	1	6	0	-7	-15	1	9	3	0	8
Cc1ccccc1CSCC(Nc1ccc(C(=O)O)cc1[N+](=O)[O-])C(=O)O (centres undefined)	7	-3	8	-9	4	2	-7	-4	-2	8
C/C(=C\CCC1(C)C2CC3C(C2)C31C)C(=O)O (centres undefined)	1	0	1	1	-2	1	4	5	-2	-7
C/C(=N\NC(=O)c1ccc2c(c1)OCO2)c1ccc(NC(=O)CCCC(=O)O)cc1	0	7	-5	-1	5	-2	16	-6	0	0
CCOCCCNC(=O)C1CCN(S(=O)(=O)c2ccc3nc4c(c(C(=O)O)c3c2)CCCCC4)CC1	7	2	3	3	-1	-1	8	2	3	-8
COc1ccc(Br)cc1/C=N/Nc1ccc(Cl)c(C(=O)O)c1	18	1	1	-1	40*	3	2	-1	-4	7
O=C(O)c1ccc2c(=O)n3c(nc2c1)/C(=C/c1ccc(OC(F)F)cc1OC(F)F)CC3	10	4	-3	2	1	-1	1	2	1	-4
